# Screens (PubChem BioAssay)
# ST2 IL33 inh – inhibitors of human ST2 (IL1RL1) binding to IL-33, primary screen, biochemical, AlphaLISA. Interleukin-1 receptor-like 1 (Homo sapiens), Q01638. AlphaLISA ST2-Fc/biotin-IL-33 interaction, 1 h. inhibition, % for hits at 17 µM. 78,000 compounds, 2.3% hits. AID 1259354, 2018; in the data active means inhibition above about 30%; inconclusive means mostly about 10% to 28%
# Target sequence (Q01638 whole entry, looked up): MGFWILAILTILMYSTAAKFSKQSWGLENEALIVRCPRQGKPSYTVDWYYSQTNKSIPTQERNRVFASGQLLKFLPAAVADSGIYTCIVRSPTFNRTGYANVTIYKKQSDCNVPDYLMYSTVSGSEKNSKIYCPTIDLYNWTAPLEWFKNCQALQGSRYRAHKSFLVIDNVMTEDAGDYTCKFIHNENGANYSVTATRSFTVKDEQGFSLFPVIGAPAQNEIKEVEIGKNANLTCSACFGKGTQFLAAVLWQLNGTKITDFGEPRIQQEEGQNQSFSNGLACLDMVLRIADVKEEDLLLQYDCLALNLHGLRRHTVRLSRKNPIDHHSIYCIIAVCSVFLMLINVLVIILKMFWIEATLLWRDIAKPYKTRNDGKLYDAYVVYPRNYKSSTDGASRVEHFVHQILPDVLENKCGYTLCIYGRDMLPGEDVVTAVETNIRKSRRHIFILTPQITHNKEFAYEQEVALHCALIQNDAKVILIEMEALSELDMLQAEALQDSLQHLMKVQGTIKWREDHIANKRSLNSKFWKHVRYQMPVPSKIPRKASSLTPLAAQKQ
# Active calls of the source: *; i = inactive; ? = inconclusive. Only part of the results is shown; the hit share may differ from the screen's.
SMILES,ST2 IL33 inh
O=C(OCc1ccc(O[C@@H]2O[C@H](CO)[C@@H](O)[C@H](O)[C@H]2O)c(O)c1)c1ccc(O)c(O)c1,i
Nc1nc2ccccc2nc1N,i
CCOC(=O)c1ccc2[nH]c3c(c2c1)CCCC3=O,i
COc1ccccc1CNCc1ccc(C(F)(F)F)cc1,i
COC(=O)c1ccc(C(=O)Nc2nc3ccc4sc(C)nc4c3s2)cc1,36%*
CC(C)c1csc(CN2CCN3CCN(C)CC3C2)n1 (centres undefined),?
O=C(NC1CCCCCC1)c1ccc(NS(=O)(=O)c2cccs2)cc1,?
Cc1cccc(C(=O)Nc2ccc(Cl)cc2)c1,i
CC(=O)Nc1cccc(NC(=O)c2ccc(F)cc2)c1,i
CCOc1ccccc1C1C(C(=O)OC2CCCCC2)=C(C)NC2=C1C(=O)CC(C)(C)C2 (centres undefined),i
CC(=O)OC1(c2ccccn2)COc2ccccc2O1 (centres undefined),i
NC(=O)c1ccnc(N2CCN(C/C=C/c3ccccc3)CC2)c1,i
CCCCOc1ccc(C2C(C#N)=C(N)OC3=C2C(=O)CCC3)cc1 (centres undefined),i
CCOC(=O)N1CCC(N2CCC(n3nccc3NC(=O)c3ccccc3)CC2)CC1,i
Cc1cc(=O)oc2c1c(-c1ccccc1)nn2-c1cccc(C(=O)O)c1,i
CCOC(=O)C1=C(C)NC2=C(C(=O)C(C(=O)OC)C(C)C2)C1c1ccc(Cl)c(Cl)c1 (centres undefined),i
O=C(NCCO)c1cc2n(n1)CCCN(C(=O)Cc1ccc(F)c(F)c1)C2,i
CC1CCCN(S(=O)(=O)c2ccc3[nH]c(=O)cc(C(=O)O)c3c2)C1 (centres undefined),i
COC(=O)c1sc2ccccc2c1NC(=O)c1ccc(Br)cc1,i
CCc1ccc(N(CC)C(=O)c2cc3cc4ccc(OC)cc4nc3o2)cc1,?
CC(=O)NC(N)=Nc1nc(=O)c2ccccc2s1,i
COc1cc(C(=O)N2CCN3C(=O)CNC(=O)C3C2)ccn1 (centres undefined),i
CCc1ccc(CN2C(=O)CCC2(C)C(=O)NC2CCCC(C)C2C)cc1 (centres undefined),i
O=C1Nc2ccccc2S(=O)(=O)N1c1ccc(Cl)c(Cl)c1,i
CCc1sc(C2C(C(=O)OC)=C(C)NC3=C2C(=O)CCC3)cc1Br (centres undefined),i

# Additional compounds follow:
SMILES,ST2 IL33 inh
Cc1occc1C(=O)NCCCNc1cccnc1,i
CC(=O)Nc1ccc(S(=O)(=O)N2CCCCC2)cc1,i
CCC(=O)NC(Nc1ccc(S(=O)(=O)Nc2nccs2)cc1)C(Cl)(Cl)Cl (centres undefined),?
CCCCC(=O)Nc1ccc(NC(=O)c2cccc(OCC)c2)cc1OC,i
COc1ccc(-c2cc(C(=O)N3CCCC3)no2)cc1OC,i
CCOc1ccc(NC(c2ccccn2)c2c(C)[nH]c3ccccc23)cc1 (centres undefined),i
CCOC(=O)C1=C(N)OC2=C(C(=O)CC(c3ccccc3)C2)C1c1ccc(F)cc1 (centres undefined),i
O=C(O)CC1(CC(=O)N[C@H]2CO[C@H]3[C@@H]2OC[C@@H]3n2nnnc2Oc2cccc(N3CCOCC3)c2)CCCC1,?
N#Cc1c(NC(=O)c2ccc(Cl)c(Cl)c2)sc2c1CCC2,i
O=C(COc1ccccc1)N[C@H]1CO[C@H]2[C@@H]1OC[C@@H]2Nc1nccc(-c2cccc(F)c2)n1,i
Cc1ccc(-c2nnc([C@H]3CCN(Cc4cccc(C#N)c4)C3)o2)cc1,i
CCN(c1cccc(C)c1)c1ncnc2nc[nH]c12,i
Cc1ccc(F)cc1N1C(=O)CSC1c1ccc([N+](=O)[O-])cc1 (centres undefined),?
COc1ccc(OC)c(N(CC(=O)NCC2CCCO2)S(C)(=O)=O)c1 (centres undefined),i
COc1cccc(C(=O)Nc2ccc([N+](=O)[O-])cc2Cl)c1,?
Cc1cc(Sc2nnnn2-c2ccccc2)nc2ccccc12,i
COc1ccc(-c2c(C#N)c(N)nc3c2CCCCC3)cc1OC,?
FC(F)(F)c1ccc(N2CCOCC2)nc1,?
COC[C@H]1CCCN1C(=O)[C@@H](C)C1CC[C@@]2(C)CC[C@H](NC(=O)c3ccccn3)[C@@H](C)[C@@H]2[C@H]1O (some centres undefined),?
COc1ccc(C(C)(C#N)CC#N)cc1 (centres undefined),i
CC(C)c1nc(CNC(=O)c2coc(COc3ccccc3F)n2)cs1,i
COCC(=O)Nc1ccccc1-c1ccc(C(C)C)cc1,i
Cc1nc(N(C)C)ncc1C(=O)N1CCN(C)C2(CCN(C)CC2)C1,?
CCC(CC)C(=O)Nc1ccc(Cl)cc1C,?
Cc1ccc(CN2CCC(CN(C)Cc3ccc(OC(C)C)cc3)CC2)o1,i

# Random excerpt: four compounds from above
SMILES,ST2 IL33 inh
COc1cccc(C(=O)Nc2ccc([N+](=O)[O-])cc2Cl)c1,?
CCC(=O)NC(Nc1ccc(S(=O)(=O)Nc2nccs2)cc1)C(Cl)(Cl)Cl (centres undefined),?
N#Cc1c(NC(=O)c2ccc(Cl)c(Cl)c2)sc2c1CCC2,i
FC(F)(F)c1ccc(N2CCOCC2)nc1,?

# Going on with the list.
SMILES,ST2 IL33 inh
COc1ccc2c(c1)CCC1C2CC[C@@]2(C)C1CC[C@@H]2NCCCCCCN1C(=O)CCC1=O (some centres undefined),i
CCc1ccc(NC(=O)CN2CCCN(Cc3cccc(F)c3)S2(=O)=O)cc1,i
Clc1cccc(-c2nccn2CCc2cccnc2)c1,i
O=C(c1ccc([N+](=O)[O-])cc1)N1CCSC1c1cccc(Cl)c1 (centres undefined),i
O=S(=O)(Cc1ccccc1)C1=C(N2CCOCC2)CCCCCC1,i
COCCNC(=O)C1CCC(=O)N1Cc1ccc(F)cc1 (centres undefined),i
CCCCNC(=O)c1cc(CC(C)C)on1,?
COc1cccc(C2NC(=O)NC(C)=C2C(=O)Nc2ccc(F)c(F)c2)c1OC (centres undefined),i
Cc1ccc(Nc2cc(C)nc(Nc3ccc(NC(=O)c4cccs4)cc3)n2)cc1,?
C=C1c2cc(C)ccc2NC(=O)N1c1ccccc1,?
Cc1nn(C)cc1-c1ccnc(N2CCCN(c3ccc(F)cc3)CC2)n1,?
CCOc1cccc(NC(=O)C2CC(=O)N(C)C(=Nc3cccc(C(F)(F)F)c3)S2)c1 (centres undefined),?
CCN(Cc1ccc(C(=O)Nc2ccnn2C)cc1)Cc1noc(C)n1,i
Cc1ccc(NC(=O)N[C@@H]2C=C(C(=O)NCCC(N)=O)C[C@@H](O)[C@@H]2O)cc1,i
CSc1nnc2c(n1)OC(c1cccs1)Nc1ccccc1-2 (centres undefined),i
Cc1oc(-c2ccc(Cl)cc2)nc1CSCC(=O)N1CCc2ccccc21,i
O=C(CN1CCN(c2ccc([N+](=O)[O-])cc2)CC1)N1CCCc2c1c(=O)oc1ccc(O)cc21,?
N#CC1=C(N)SC(N)=C(C#N)C1c1cccnc1,?
O=C(OCC1=CC(O)C2C=CO[C@@H](O[C@@H]3O[C@H](CO)[C@@H](O)[C@H](O)[C@H]3O)C12)c1ccccc1 (some centres undefined),i
[O-][n+]1c2ccccc2[n+]([O-])c2cc(O)ccc21,35%*
CCc1nc(C)ccc1OCC(=O)N1CCCC2(CN(C)C(=O)O2)C1 (centres undefined),i
CN(CC1CC(=O)N(C(C)(C)C)C1)c1nccc(CCC(F)(F)F)n1 (centres undefined),?
O=C(NCc1ccc(Cl)cc1)NCC1CNCCOC1 (centres undefined),i
Cc1ccc(NC(=O)c2ccc(NS(=O)(=O)c3c(C)n[nH]c3C)cc2)cc1,i
Cc1cc(CNC(=O)c2cccc(OCC(N)=O)c2)c2[nH]c(C)c(C)c2c1,i

# Some of these compounds in order of count of non-hydrogen atoms, low to high.
SMILES,ST2 IL33 inh
O=C(NCc1ccc(Cl)cc1)NCC1CNCCOC1 (centres undefined),i
O=C(c1ccc([N+](=O)[O-])cc1)N1CCSC1c1cccc(Cl)c1 (centres undefined),i
Cc1cc(CNC(=O)c2cccc(OCC(N)=O)c2)c2[nH]c(C)c(C)c2c1,i
CCc1ccc(NC(=O)CN2CCCN(Cc3cccc(F)c3)S2(=O)=O)cc1,i
COc1ccc2c(c1)CCC1C2CC[C@@]2(C)C1CC[C@@H]2NCCCCCCN1C(=O)CCC1=O (some centres undefined),i

# Remaining list, next part:
SMILES,ST2 IL33 inh
Cc1ccc2nc(-c3ccc(N=Cc4cc([N+](=O)[O-])ccc4O)cc3)oc2c1,?
CCC(CC)NC1CC(=O)N(CC)C1 (centres undefined),i
CN(Cc1ccccc1)C(=O)C[C@@H]1O[C@H](CNC(=O)Nc2ccccc2)[C@@H](O)[C@H]1O,i
Cc1[nH]c2ccccc2c1CC(=O)N(Cc1nccn1C)C1CC1,?
Cc1ccccc1C1=N/C(=C\c2ccc(Br)cc2)C(=O)O1,i
CN1CCN(c2nc3c(c(=O)n(C)c(=O)n3C)n2Cc2ccc(Cl)c(Cl)c2)CC1,i
CCCCOc1ccc(-c2cnc3ccccc3n2)cc1,i
NC(=O)CO[C@@H]1CO[C@H]2[C@@H]1OC[C@@H]2NC(=O)NCc1ccccc1,i
O=S(=O)(c1cccnc1)N1CCN(c2ccccn2)CC1,i
O=C(CCCn1cncn1)NC1CCCc2nc(-c3ccccc3)ncc21 (centres undefined),i
O=C(Nc1cnn(-c2ccc(C(=O)N3CCOc4ccccc4C3)cc2)c1)C1CCOCC1,?
NC(=O)CCN(C1CCCCC1)S(=O)(=O)c1cccc2nsnc12,?
CC(C)NC(=O)Cn1cnc2sc3c(c2c1=O)CCCC3,i
C#CCn1c(=NC(=O)CSCC(=O)Nc2cc(C)on2)sc2ccccc21,i
CC(C)(C)c1ccc(O)c(CN2CCOC3(CNCCOC3)C2)c1 (centres undefined),i
CC1=C(C(=O)Nc2ccc(C)cc2C)C(c2ccccc2Cl)n2nnnc2N1 (centres undefined),i
Cc1c(C#N)sc2nc(-c3ccccc3)nc(N=CN(C)C)c12,?
Cc1cccc(C)c1OC1CN(C(=O)CCn2cncn2)C1,?
O=C(Cn1c(=O)[nH]c2ccsc2c1=O)NCCc1c[nH]c2ccccc12,i
CCc1nc(NCCN2CCOCC2)c(C#N)c2c1COC(C)(C)C2,?
Cc1nnc(SCC(=O)NC(c2ccc(Cl)cc2)c2cccnc2)s1 (centres undefined),i
Cc1ccsc1[C@@H]1CCN(Cc2ccc(CN(C)S(C)(=O)=O)o2)C[C@H]1O,?
O=C(Nc1ccccc1-c1ccc2ncccc2c1)C1CC1,i
O=C(O)c1ccc(Cl)c(S(=O)(=O)N2CCOCC2)c1,i
NNc1nc2ccccc2s1,68%*

# 5 successive entries already listed, for reference:
SMILES,ST2 IL33 inh
CN(Cc1ccccc1)C(=O)C[C@@H]1O[C@H](CNC(=O)Nc2ccccc2)[C@@H](O)[C@H]1O,i
Cc1[nH]c2ccccc2c1CC(=O)N(Cc1nccn1C)C1CC1,?
Cc1ccccc1C1=N/C(=C\c2ccc(Br)cc2)C(=O)O1,i
CN1CCN(c2nc3c(c(=O)n(C)c(=O)n3C)n2Cc2ccc(Cl)c(Cl)c2)CC1,i
CCCCOc1ccc(-c2cnc3ccccc3n2)cc1,i

# (list continues)
SMILES,ST2 IL33 inh
Cc1cccnc1N1CCN(C(=O)[C@@]23CC[C@@](C)(OC2=O)C3(C)C)CC1,i
O=C1[C@@H]2[C@H](C(=O)N1c1ccccc1)[C@H]1C=C[C@@H]2C12CC2,i
COc1ccc(C(=O)N(c2ccc(OC)cc2OC)C2C=CS(=O)(=O)C2)cc1 (centres undefined),i
COc1ccc(NC(=O)N2C[C@@H]3C[C@H](C2)c2c(NC(=O)c4ccco4)ccc(=O)n2C3)cc1,?
CCOc1ccc(CCNC(=O)Cn2nnc(-c3ccc(OC)c(OC)c3)n2)cc1OCC,i
CCOc1ccc(CNC(=O)c2ccc(Nc3cc(-c4ccccc4)ncn3)cc2)cc1OCC,i
COc1ccc(OC)c(C2CC(=O)N3CN(c4ccc(Cl)cc4)CSC3=C2C#N)c1 (centres undefined),i
O=C(Nc1ccccc1Cl)c1ccc([N+](=O)[O-])cc1Cl,i
COc1ccc2nc(SCC(=O)Nc3ccc(Cl)cc3Cl)[nH]c2c1,i
CC(Sc1nc2c(c(=O)n1-c1ccccc1)SCC2)c1ccccc1 (centres undefined),?
COc1ccc(C2C(C(=O)Nc3ccccc3)=C(C)Nc3nc(-c4ccccc4)nn32)c(OC)c1 (centres undefined),i
COc1ccc(C(=O)Nc2ccccc2F)cc1S(=O)(=O)N1CCOCC1,i
Cc1ccc(C(C)C)c(OCCOCCN2CCNCC2)c1,?
COc1ccccc1C(=O)C1CCCN(C(=O)c2ccc3c(c2)OCCO3)C1 (centres undefined),i
COc1cc(SC)ccc1C(=O)Nc1nnc(C(C)(C)C)s1,?
CCc1ccc(Cn2c(CNS(=O)(=O)c3ccc(CC(C)C)cc3)nc3cccnc32)cc1,i
O=[N+]([O-])c1ccc(CN2CCN(Cc3ccccc3)CC2)s1,i
Cc1ccc[n+](C2C(c3ccc([N+](=O)[O-])cc3)C(C#N)=C([S-])NC2(O)C2CC2)c1 (centres undefined),50%*
COc1cccc(C(=O)Nc2cc3c(cc2C(=O)c2ccccc2Br)OCCO3)c1,i
CN1CCN(Cc2cc([N+](=O)[O-])c(O)c3ncccc23)CC1,?
COc1ccc(C2(CNC(=O)/C=C(/C)c3ccccc3)CCCC2)cc1OC,i
COc1cc(NC(=O)CCN2CCN(C/C=C/c3ccccc3)CC2)cc(OC)c1,?
COc1ccc(OC)c(N(CC(=O)NCc2ccccn2)S(C)(=O)=O)c1,i
Cc1ccc(-c2nnc3s/c(=C\c4ccc([N+](=O)[O-])cc4)c(=O)n23)cc1,i
O=C(c1cc(C2CC2)on1)N1CCN(c2ccc(F)cc2)CC1,i
CN(C(=O)Cc1c(C(=O)O)[nH]c2ccc(Cl)cc12)c1cccc(Cl)c1,i
C[C@@H]1O[C@@H](Oc2c(-c3cc(O)c(O)c(O)c3)oc3cc(O)cc(O)c3c2=O)[C@H](O)[C@H](O)[C@H]1O,i
COc1ccc(Nc2ccc3c4c(ncnc24)-c2ccccc2C3=O)cc1,i
CCN(CC)S(=O)(=O)c1cc(C(=O)Nc2ccc(Br)cc2)ccc1Cl,i
OC1(c2cccc(C(F)(F)F)c2)CCN(Cc2ncccc2F)CC1,i
